PAX8 inh HTS – PAX8 transcriptional activity inhibition | RMG-I TPO-luciferase reporter, SteadyGlo, 24 h | inhibition, % at 12.6 µM | hit rate 1.2% among 360,000 | AID 652154;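 active = mean replicate inhibition at least 60% with every replicate also reaching 60%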;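 note: luciferase light reporting Pax8 driven TPO promoter activity; plate controls were median of neutral control wells for no effect and mitoxantrone controls for full effect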
LGR2 antag – Drosophila LGR2 receptor signaling inhibition; AID 720647; HEK293 LGR2, CRE-luciferase, bursicon-stimulated, 4 h; inhibition, % at 9.99 µM; hit rate 0.35% among 380,000;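 active = drop in luminescence signal, shown as inhibition above about 50% in the replicate tests, limit read from the data, passing the limit was not always enough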;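 note: agonist challenge used bursicon conditioned medium at about half maximal strength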
EWS-Fli inh – inhibitors of EWS/Fli oncoprotein transcriptional activity | A673 NR0B1-luciferase reporter, viability-normalised | inhibition, % at 12.6 µM | hit rate 0.67% among 350,000 | AID 651661;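 active = mean inhibition of at least 50% after viability correction, with every replicate also passing that limit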;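 note: firefly luciferase signal divided by Alamar Blue viability fluorescence both relative to DMSO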
Cneo AK release – causes C. neoformans cell lysis; adenylate kinase release luminescence, 4 h; normalised: neutral wells 0, clomiphene wells 100; lysis activity, % at 15 µM; hit rate 0.2% among 360,000;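 active = mean lysis activity across replicates of at least 80%, whatever share of replicates individually reach that level; inactive = mean lysis activity below 80%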
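Test system: log-phase Cryptococcus neoformans yeast cells; Quantity: yeast cell density of 5 × 10^6 cells/mL; Buffer or medium: YPD; Doses: single compound concentration per well; Timing: 4 h at 37 °C static, read 1 h later; Measured by: AK luminescence; Read-out basis: lysis from increased AK signal; Control set: Clomiphene as positive control.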
FN deposition inh – fibronectin deposition inhibition | AH1F fibroblasts, Alexa488-fibronectin deposition fluorescence, overnight | hit rate 0.086% among 350,000 | inhibition, % at 12.6 µM;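 active = mean inhibition across replicates of 30% or more, regardless of how many single replicates reach that level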;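 note: positive control wells lacked labelled fibronectin entirely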
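Assay system: AH1F fibroblasts assembling fluorescent fibronectin matrix; Amount: 10000 AH1F cells per well; Buffer or medium: DMEM, 2% serum; Probe or stimulus: Alexa488-fibronectin, 24 nM final in well; Doses: single compound dose, delivered by pin transfer; Incubation: 1 h adhesion, overnight exposure; Measured by: fluorescence 485/525 nm; Read-out: fibronectin deposition inhibition.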
PGC1a acetyl inh – modulators of PGC1a acetylation; U2OS PGC1a acetylation, AlphaScreen anti-acetyl-lysine; with virally co-expressed GCN5 acetyltransferase; inhibition, % at 15.6 µM; hit rate 0.17% among 350,000; AID 651687;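 active = every replicate shows inhibition of at least 40%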;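 note: 0% = neutral control wells and 100% = positive control wells; some results beyond the cut were filed as inactive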
miR122 inh – miR-122 inhibition in Huh7 cells. activation (reporter increase), % at 12.5 µM. hit rate 0.3% among 340,000. Huh7 miR-122 Renilla luciferase sensor, 48 h; neutral wells = 0, positive control = 100;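 active = mean replicate activation score at least 90 and every replicate individually at or above 90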;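 note: higher luciferase means less miR-122 activity so hits act as miR-122 inhibitors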
Casp6 inh – caspase-6 (human) enzyme inhibition | hit rate 0.53% among 350,000 | P55212 | inhibition, % at 12.5 µM | purified caspase-6, Z-VEID-R110 cleavage fluorescence;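 active = mean inhibition across replicates at least about 35%, with every replicate also reaching that limit, limit read from the data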;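 note: 0% = median of neutral control wells and 100% = no fluorescence left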
Target sequence (P55212 24-179 limits assumed): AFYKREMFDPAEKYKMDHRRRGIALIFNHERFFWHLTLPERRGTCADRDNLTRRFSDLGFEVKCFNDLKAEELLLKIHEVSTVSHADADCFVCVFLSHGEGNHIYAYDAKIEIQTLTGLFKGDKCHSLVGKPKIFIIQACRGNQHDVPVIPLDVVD
Target sequence (P55212 194-293 limits assumed): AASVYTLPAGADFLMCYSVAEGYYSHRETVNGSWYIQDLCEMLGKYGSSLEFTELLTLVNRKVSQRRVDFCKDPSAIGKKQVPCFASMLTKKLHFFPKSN
An asterisk follows results filed as active; & = joins results of further samples; [ ] = dose if it differs, or a comment.

Start of the listing, in advance:
COc1ccc(S(=O)(=O)N(C)C[C@H]2Oc3c(NC(=O)Nc4ccc(F)cc4)cccc3C(=O)N([C@@H](C)CO)C[C@H]2C)cc1 was read as LGR2 antag 30, EWS-Fli inh 35, PGC1a acetyl inh 1, miR122 inh 3[16.7 µM] and Casp6 inh -2.
CCCNC(=O)C1(C)CCCN(Cc2ccccc2Cl)C1 (stereo unspecified) was read as PAX8 inh HTS -38, LGR2 antag 2, EWS-Fli inh 9, Cneo AK release -4, FN deposition inh 2, PGC1a acetyl inh -10, miR122 inh -3 and Casp6 inh -142.
Screening CN1c2ccc(Br)cc2[C@H]2[C@H](CCN2C(=O)C2CC2)[C@H]1CO returned PAX8 inh HTS -13, LGR2 antag 7, EWS-Fli inh -3, Cneo AK release 9, FN deposition inh -1, PGC1a acetyl inh -7, miR122 inh -3[16.7 µM] and Casp6 inh -2.
COC(=O)c1cc2c(ccn2-c2ccc(F)cc2)n1Cc1cccc(OC)c1 was read as PAX8 inh HTS -3, LGR2 antag -11, Cneo AK release 1, FN deposition inh 9 and miR122 inh -1.
Screening CC(C)NC(=S)N1CCC(Cc2ccccc2)CC1 returned PAX8 inh HTS -3, LGR2 antag 18, EWS-Fli inh 15, Cneo AK release 2, FN deposition inh -4, PGC1a acetyl inh -5, miR122 inh 4 and Casp6 inh -1.
`CC(C)(C)OC(=O)N1CCC[C@H]1C(=O)NCc1ccc(Cl)cc1Cl` gave PAX8 inh HTS 1, EWS-Fli inh 5, FN deposition inh -5 and Casp6 inh 0.
`COC(=O)c1nc(NC(=O)C(C)(C)C)n[nH]1` gave Cneo AK release -4, FN deposition inh -13, PGC1a acetyl inh -8 and miR122 inh -3.
`C[N+](C)(C)CCOc1ccc([N+](=O)[O-])cc1` gave PAX8 inh HTS 4, LGR2 antag 2, EWS-Fli inh 9, PGC1a acetyl inh 2 and Casp6 inh -5.
Screening O=C(C1CC1)N1CC2(C1)[C@H](c1ccccc1)[C@@H](CO)N2Cc1ccc(Cl)cc1 returned PAX8 inh HTS -13, LGR2 antag 4, EWS-Fli inh 1, FN deposition inh -3, PGC1a acetyl inh -27 and Casp6 inh 0.

Results, from the start:
COc1ccc(S(=O)(=O)N(C)C[C@H]2Oc3c(NC(=O)Nc4ccc(F)cc4)cccc3C(=O)N([C@@H](C)CO)C[C@H]2C)cc1 was read as LGR2 antag 30, EWS-Fli inh 35, PGC1a acetyl inh 1, miR122 inh 3[16.7 µM] and Casp6 inh -2.
CCCNC(=O)C1(C)CCCN(Cc2ccccc2Cl)C1 (stereo unspecified) was read as PAX8 inh HTS -38, LGR2 antag 2, EWS-Fli inh 9, Cneo AK release -4, FN deposition inh 2, PGC1a acetyl inh -10, miR122 inh -3 and Casp6 inh -142.
Screening CN1c2ccc(Br)cc2[C@H]2[C@H](CCN2C(=O)C2CC2)[C@H]1CO returned PAX8 inh HTS -13, LGR2 antag 7, EWS-Fli inh -3, Cneo AK release 9, FN deposition inh -1, PGC1a acetyl inh -7, miR122 inh -3[16.7 µM] and Casp6 inh -2.
COC(=O)c1cc2c(ccn2-c2ccc(F)cc2)n1Cc1cccc(OC)c1 was read as PAX8 inh HTS -3, LGR2 antag -11, Cneo AK release 1, FN deposition inh 9 and miR122 inh -1.
Screening CC(C)NC(=S)N1CCC(Cc2ccccc2)CC1 returned PAX8 inh HTS -3, LGR2 antag 18, EWS-Fli inh 15, Cneo AK release 2, FN deposition inh -4, PGC1a acetyl inh -5, miR122 inh 4 and Casp6 inh -1.
`CC(C)(C)OC(=O)N1CCC[C@H]1C(=O)NCc1ccc(Cl)cc1Cl` gave PAX8 inh HTS 1, EWS-Fli inh 5, FN deposition inh -5 and Casp6 inh 0.
`COC(=O)c1nc(NC(=O)C(C)(C)C)n[nH]1` gave Cneo AK release -4, FN deposition inh -13, PGC1a acetyl inh -8 and miR122 inh -3.
`C[N+](C)(C)CCOc1ccc([N+](=O)[O-])cc1` gave PAX8 inh HTS 4, LGR2 antag 2, EWS-Fli inh 9, PGC1a acetyl inh 2 and Casp6 inh -5.
Screening O=C(C1CC1)N1CC2(C1)[C@H](c1ccccc1)[C@@H](CO)N2Cc1ccc(Cl)cc1 returned PAX8 inh HTS -13, LGR2 antag 4, EWS-Fli inh 1, FN deposition inh -3, PGC1a acetyl inh -27 and Casp6 inh 0.
For CN(C)CCCNC(=O)c1cccc(-c2ccc3nccn3c2)c1 the results were PAX8 inh HTS 0, LGR2 antag -7, EWS-Fli inh -7, Cneo AK release -1, FN deposition inh 3, miR122 inh -5 and Casp6 inh -31.
`CCN(C(=O)COC(=O)c1ccc(Cl)nc1)C1CCS(=O)(=O)C1` (stereo unspecified) gave PAX8 inh HTS -14, LGR2 antag 12, EWS-Fli inh -5, FN deposition inh -2, PGC1a acetyl inh 8 and Casp6 inh 1.
Screening CCCCCOc1cccc(C2C(C(=O)c3cccs3)=C(O)C(=O)N2CCN2CCOCC2)c1 (stereo unspecified) returned PAX8 inh HTS 0, LGR2 antag 4, EWS-Fli inh 5, FN deposition inh 1 and Casp6 inh 3.
`CCn1c(COc2ccccc2OC)nnc1SCC(=O)NC1CCCC1` gave PAX8 inh HTS 1, LGR2 antag -3, EWS-Fli inh -6, Cneo AK release 1, FN deposition inh -3, PGC1a acetyl inh 9, miR122 inh -7 and Casp6 inh -1.
Screening COc1ccc(C(=O)NC2CCSc3ccccc32)cc1 (stereo unspecified) returned PAX8 inh HTS -55, LGR2 antag -23, Cneo AK release -4, FN deposition inh 12, PGC1a acetyl inh -6, miR122 inh 2 and Casp6 inh 1.
For C[C@H](CO)N1C[C@H](C)[C@@H](CN(C)C(=O)c2ccc3c(c2)OCO3)Oc2cc(/C=C/c3ccccc3)ccc2S1(=O)=O the results were PAX8 inh HTS 40, LGR2 antag 10&6, EWS-Fli inh 10&-4&-1, Cneo AK release 1&-2&0, PGC1a acetyl inh -9&-15, miR122 inh 54 and Casp6 inh 2&-2&2.
Screening COc1cc(C(=O)N/N=C(\Cc2ncc[nH]2)c2ccccc2)cc(OC)c1OC returned PAX8 inh HTS 32, LGR2 antag 4, EWS-Fli inh 15, FN deposition inh 3, PGC1a acetyl inh 12 and Casp6 inh 3.
`Cc1ccc(-c2ccc(C3[C@H]4CNC[C@@H]3N4S(=O)(=O)c3cccc(C)c3)cc2)cc1` (stereo partly specified) gave PAX8 inh HTS 0&-19, LGR2 antag -1&-10, EWS-Fli inh 4&-7, FN deposition inh -3&1, PGC1a acetyl inh 8&2 and Casp6 inh 1&2.
Cc1cc(C)cc(C(=O)NN2CCN(C)CC2)c1 was read as PAX8 inh HTS 15, EWS-Fli inh -3, Cneo AK release 1, FN deposition inh 6, PGC1a acetyl inh -2, miR122 inh -2 and Casp6 inh 0.
For O=C(NCCc1ccccc1Cl)[C@@H]1CCCN1C(=O)[C@@H](NC(=O)N1CCOCC1)c1ccccc1 the results were PAX8 inh HTS 5, LGR2 antag -4, EWS-Fli inh -5, FN deposition inh 7 and Casp6 inh -3.
C[C@H]1CN([C@@H](C)CO)C(=O)c2cccc(NC(=O)Nc3ccc(C(F)(F)F)cc3)c2O[C@H]1CN(C)Cc1ccc(Oc2ccccc2)cc1 was read as PAX8 inh HTS 24, LGR2 antag 12, EWS-Fli inh 7, Cneo AK release 2, FN deposition inh -5, PGC1a acetyl inh -3, miR122 inh 4[16.7 µM] and Casp6 inh 2.
`C/C(=C\c1ccc(C(=O)O)cc1)c1ccc2c(c1)C(C)(C)CCC2(C)C` gave PAX8 inh HTS -49, LGR2 antag 5, EWS-Fli inh -11, Cneo AK release 2, FN deposition inh 2, PGC1a acetyl inh 16 and miR122 inh -2.
Screening COc1cc2nc(CN3CCOCC3)n(CC(=O)N3CCCCCC3)c(=O)c2cc1OC returned PAX8 inh HTS 1, LGR2 antag 3, EWS-Fli inh -8, Cneo AK release 7, FN deposition inh 5, PGC1a acetyl inh -4, miR122 inh -3 and Casp6 inh 2.
Screening CC(NC(=O)COC(=O)c1cccc(S(=O)(=O)N2CCCC2)c1)c1ccccc1 (stereo unspecified) returned PAX8 inh HTS -1, LGR2 antag -21, EWS-Fli inh -6, Cneo AK release 0, FN deposition inh 0, PGC1a acetyl inh 1, miR122 inh -7 and Casp6 inh -2.
`CC(=O)c1c(C)[nH]c(C(=O)N2CCN(c3ccccn3)CC2)c1C` gave PAX8 inh HTS 31, LGR2 antag -7, EWS-Fli inh 13, Cneo AK release 0, FN deposition inh 3, PGC1a acetyl inh 0, miR122 inh 1 and Casp6 inh -3.
Cc1occc1-c1nnc(SCC(=O)N2CCCCC2)o1 was read as PAX8 inh HTS 13, LGR2 antag 15, EWS-Fli inh -8, Cneo AK release -2, FN deposition inh -15, PGC1a acetyl inh -1, miR122 inh -10 and Casp6 inh -2.
`CN(C)C(=O)C[C@H]1C[C@@H]2c3cc(NC(=O)Nc4ccc(C(F)(F)F)cc4)ccc3O[C@@H]2[C@@H](CO)O1` gave LGR2 antag -11, EWS-Fli inh 4, Cneo AK release 22, FN deposition inh -5, PGC1a acetyl inh -2, miR122 inh 1[16.7 µM] and Casp6 inh -1.
COc1ccc2nc(NC(=O)Cc3ccc(OC)c(S(=O)(=O)N4CCOCC4)c3)sc2c1 was read as LGR2 antag 18, Cneo AK release -2, PGC1a acetyl inh -32 and miR122 inh 2.
Screening CCOC(=O)N1CCN(C(=O)c2noc3c2COc2ccccc2-3)CC1 returned PAX8 inh HTS -86, LGR2 antag -76, Cneo AK release -3, FN deposition inh -7, PGC1a acetyl inh 7, miR122 inh -1 and Casp6 inh 0.
C[C@@H]1CN([C@@H](C)CO)S(=O)(=O)c2ccc(C3=CCCC3)cc2O[C@H]1CN(C)C(=O)CN(C)C was read as LGR2 antag 2, EWS-Fli inh 0, Cneo AK release 0, PGC1a acetyl inh -2, miR122 inh 7[16.7 µM] and Casp6 inh -1.
For Cc1c(NC2=CC(=O)CCC2)c(=O)n(-c2ccccc2)n1C the results were PAX8 inh HTS -4, LGR2 antag -1, EWS-Fli inh 4, Cneo AK release -6, FN deposition inh 13, PGC1a acetyl inh -20, miR122 inh 3 and Casp6 inh -4.
`CCc1ccccc1OCC(=O)OCC(=O)N1CC(=O)Nc2ccccc21` gave PAX8 inh HTS -13, LGR2 antag -10, EWS-Fli inh 7, PGC1a acetyl inh -2 and Casp6 inh 60*.
Screening COc1cc(SC)ccc1C(=O)Nc1ccccn1 returned PAX8 inh HTS -56, LGR2 antag 5, EWS-Fli inh 14, Cneo AK release -8, FN deposition inh -5, PGC1a acetyl inh -1, miR122 inh -4 and Casp6 inh 0.
`Fc1ccc(CN2CCCN(Cc3nc(-c4ccc5c(c4)OCO5)no3)CC2)cc1` gave PAX8 inh HTS -16, LGR2 antag -19, EWS-Fli inh -5, Cneo AK release 8, FN deposition inh 2, PGC1a acetyl inh -2, miR122 inh 0 and Casp6 inh -8.

Source: PubChem BioAssay (Broad Institute)
